Bioassay records from PubChem.
M5 PAM – CHRM5 positive allosteric modulation; hit rate 0.3% among 360,000; CHO-K1 hM5, Fluo-8 calcium, ACh EC20 PAM; 0% = ACh EC20, 100% = ACh EC100; AID 624038; P08912; activation, % at 3 µM;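 active means activation above the run cutoff, the mean activation of all test compounds plus 3 SD, cut at about 18% in these data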
Target sequence (P08912 whole entry, looked up): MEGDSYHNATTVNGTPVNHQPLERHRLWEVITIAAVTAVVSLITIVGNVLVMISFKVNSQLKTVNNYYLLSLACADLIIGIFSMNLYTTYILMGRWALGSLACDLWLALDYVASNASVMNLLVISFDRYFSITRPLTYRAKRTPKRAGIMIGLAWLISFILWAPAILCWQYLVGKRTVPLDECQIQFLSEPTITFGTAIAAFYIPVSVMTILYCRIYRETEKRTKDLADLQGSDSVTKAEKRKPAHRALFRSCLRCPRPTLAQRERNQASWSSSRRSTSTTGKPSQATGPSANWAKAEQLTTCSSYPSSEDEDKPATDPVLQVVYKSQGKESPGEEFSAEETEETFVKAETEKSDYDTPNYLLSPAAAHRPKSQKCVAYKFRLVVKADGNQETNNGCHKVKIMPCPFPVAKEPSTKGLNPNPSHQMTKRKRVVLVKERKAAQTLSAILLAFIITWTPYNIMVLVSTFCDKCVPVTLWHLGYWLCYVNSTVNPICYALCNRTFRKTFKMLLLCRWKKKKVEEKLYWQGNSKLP
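Probe or stimulus: acetylcholine, EC20 level; Assay system: human M5 receptor in CHO-K1 cells; Schedule: compound preincubation 140 s before EC20 acetylcholine addition; Technique: intracellular calcium via Fluo-8 fluorescence; Dosing: single-point, 3 µM nominal; Read-out basis: percent activation from peak-over-basal fluorescence ratio, scaled EC20-to-EC100 acetylcholine; Repeats: one well per compound, no replicates.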
M1 PAM parental – nonselective activator or artifact in parental CHO-K1 calcium assay | ATP EC20, Fluo-8 calcium fluorescence; 0% at ATP EC20, 100% at ATP max | activation, % at 3 µM | hit rate 0.02% among 360,000 | AID 602247;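 active means activation above the run cutoff, the mean activation of all test compounds plus 3 SD, cut at about 40% in these data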;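 further: peak over basal fluorescence ratio in a 140 s read after ATP addition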
CHRM4 PAM – positive allosteric modulators of human muscarinic M4 receptor | P08173 | CHO-K1 hM4/Gqi5, Fluo-8 calcium fluorescence, ACh EC20; 0% = ACh EC20, 100% = maximal ACh | activation, % at 3 µM | hit rate 0.4% among 360,000 | AID 624126;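 active means activation above its plate's cutoff, the mean activation of sample wells plus 3 SD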; further: some results filed as inactive read as strong as hits
Target sequence (P08173 whole entry, looked up): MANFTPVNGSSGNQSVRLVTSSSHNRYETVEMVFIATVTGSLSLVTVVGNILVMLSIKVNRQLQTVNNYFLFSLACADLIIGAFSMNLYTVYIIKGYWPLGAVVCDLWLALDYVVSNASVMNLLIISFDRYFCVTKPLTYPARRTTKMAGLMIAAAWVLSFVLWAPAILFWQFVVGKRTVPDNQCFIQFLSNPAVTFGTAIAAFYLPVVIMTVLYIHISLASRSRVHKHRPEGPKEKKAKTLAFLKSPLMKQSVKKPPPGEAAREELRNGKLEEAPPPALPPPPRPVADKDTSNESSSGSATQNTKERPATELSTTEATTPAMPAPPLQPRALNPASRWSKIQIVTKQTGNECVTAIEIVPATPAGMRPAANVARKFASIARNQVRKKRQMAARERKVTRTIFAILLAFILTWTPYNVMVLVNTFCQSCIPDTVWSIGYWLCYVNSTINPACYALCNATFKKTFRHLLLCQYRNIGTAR
M5 ag – agonists of human muscarinic M5 receptor (CHRM5); hit rate 0.19% among 360,000; activation, % at 3 µM; P08912; AID 624037; CHO-K1 hM5 cells, Fluo-8 calcium fluorescence; 0% DMSO wells, 100% maximal acetylcholine response;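 active means activation above the run's mean over test compounds plus 3 SD, cut at about 23% in these data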;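 further: signal is peak over basal fluorescence ratio across the kinetic read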
M5 antag – antagonists of human muscarinic M5 receptor (CHRM5). hit rate 0.59% among 360,000. AID 624040. inhibition, % at 3 µM. CHO-hM5 cells, Fluo-8 calcium fluorescence, ACh EC80;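 active means inhibition above a per-plate cutoff, the mean of that plate's test compounds plus 3 SD, cut at about 27% in these data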;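 further: 0% = acetylcholine EC80 with DMSO and 100% = DMSO without agonist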
CHO-K1 Ca antag – M1 antagonist counterscreen hit in parental CHO-K1 cells. ATP-induced calcium, Fluo-8 fluorescence. hit rate 0.6% among 360,000. inhibition, % at 3 µM;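 active means inhibition above a per-plate cutoff, the plate's mean sample inhibition plus 3 SD, cut at about 24% in these data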;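 further: 0% = DMSO plus EC80 ATP and 100% = DMSO alone without ATP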
CHO-K1 Ca ag – counter-screen for M1 agonists: effect in parental CHO-K1 cells; Fluo-8 calcium fluorescence; scaled to maximal ATP response, vehicle zero; activation, % at 3 µM; hit rate 0.48% among 360,000; in the data active means activation above about 15%;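 further: untransfected CHO-K1 host cells lacking M1 receptor as counterscreen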
CHRM4 antagonist – blocks acetylcholine activation of human M4 receptor; P08173; CHO-hM4 cells, ACh EC80, Fluo-8 calcium fluorescence; inhibition, % at 3 µM; hit rate 0.73% among 360,000;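 active means inhibition above its plate's cutoff, the mean inhibition of sample wells plus 3 SD, cut at about 27% in these data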;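 further: 0% = acetylcholine EC80 with DMSO and 100% = DMSO without agonist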
M4 ag – CHRM4 agonism in calcium assay; P08173; CHO-K1 hM4/Gqi5, Fluo-8 calcium fluorescence; vehicle 0%, full acetylcholine response 100%; activation, % at 3 µM; hit rate 0.14% among 360,000; AID 624127;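 active means activation above the run mean over all test wells plus 3 SD, cut at about 32% in these data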;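 further: peak over basal fluorescence ratio per well then scaled between controls; 0% = DMSO wells and 100% = acetylcholine at EC100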
* hit, by the source's call; . = not tested or not shown. An excerpt, so the mix of outcomes need not match the whole.

Below each SMILES: M5 PAM	M1 PAM parental	CHRM4 PAM	M5 ag	M5 antag	CHO-K1 Ca antag	CHO-K1 Ca ag	CHRM4 antagonist	M4 ag
- COc1ccc(N2C(=O)CC(=O)NC2=O)cc1
  1	4	9	2	0	2	-0.1	-14	1
- CN1C(=O)N(C)C(=O)C(CCc2ccncc2)(Cc2ccc3c(c2)OCO3)C1=O
  -9	24	-7	2	2	-24	1.4	-4	5
- Cc1cc(C)cc(NC(=O)CCNC(=O)N2C[C@H]3C[C@@H](C2)c2cccc(=O)n2C3)c1
  3	16	11	1	-2	-7	0.2	-19	2
- CN(C)C1(CNC(=O)c2ccc(Cl)c(S(=O)(=O)NCc3ccco3)c2)CCCCC1
  5	24	4	-7	-10	-9	0.9	-3	1
- CCOc1ccc(NC(=O)CCNC(=O)N2C[C@H]3C[C@@H](C2)c2cccc(=O)n2C3)cc1
  -4	5	10	0	0	4	0.1	-17	1
- CCCCn1nnnc1C(c1cccc2ccccc12)N1CCC2(CC1)C(=O)NCN2c1ccccc1 (stereo not drawn)
  -3	-8	6	1	2	30*	0.0	-11	1
- O=C(CCC(=O)N1CCC2(CC1)OCCO2)Nc1nnc(C(F)(F)F)s1
  1	2	-2	0	1	-4	-0.3	1	1
- O=C(Cn1c(NCCCl)nc2ccccc21)c1ccc(Br)cc1
  -5	22	-9	2	7	-8	2.0	11	2
- COc1ccc2c(C)c(CC(=O)N3C[C@H]4C[C@@H](C3)c3cccc(=O)n3C4)c(=O)oc2c1C
  3	10	6	2	-1	3	0.3	-19	1
- Clc1ccc2c(c1)C(c1ccccc1Cl)=NCc1nncn1-2
  9	-5	0	2	4	19	-0.1	-8	2
- CC(NC1CCCCC1)C(O)C12CC3CC(CC(C3)C1)C2 (stereo not drawn)
  7	11	7	1	-12	-2	1.4	-1	3
- C=CCn1c(O)c(C(C)=Nc2ccc(N(CC)CC)cc2)c(=O)[nH]c1=O
  0	19	3	-5	1	-11	0.6	3	-1
- CCN(CC)CCCN=Cc1c(O)n(-c2ccccc2F)c(=O)[nH]c1=O
  -1	1	-1	-1	-2	-3	-0.4	2	0
- O=c1[nH]c(O)c(C=NC2CCCCC2)c(=O)[nH]1
  -1	7	4	-2	7	-9	0.1	-4	1
- O=C1CCC2(O)C3Cc4ccc(O)c5c4C2(CCN3Cc2ccoc2)C1O5 (stereo not drawn)
  -4	13	2	0	-1	-7	1.4	-7	0
- Cc1c(OC(=O)N(C)C)ccc2c1O/C(=C\c1ccco1)C2=O
  -3	-2	-6	1	-1	-16	7.3	-4	6
- CCCn1c(C(=O)c2ccc(OC)cc2)nc2ccccc21
  -7	-21	-8	0	5	6	0.9	-1	2
- C/C(=N/OC(=O)N(C)C)c1ncc(C(F)(F)F)cc1N1CCOCC1
  -4	1	-3	-4	10	-6	-0.3	-7	0
- CCN(CC)CCOC(=O)c1ccc(N=Cc2c(O)[nH]c(=O)[nH]c2=O)cc1
  -14	-6	-1	-14	1	24*	0.3	-1	1
- Cc1ccc(N2C(=O)NC(=O)/C(=C\c3cccn3C(C)(C)C)C2=O)cc1
  3	13	7	2	0	-4	1.4	-4	1

(further entries)
Below each SMILES: M5 PAM	M1 PAM parental	CHRM4 PAM	M5 ag	M5 antag	CHO-K1 Ca antag	CHO-K1 Ca ag	CHRM4 antagonist	M4 ag
- c1ccc2oc(-c3ccc4c(c3)CNCc3cnnn3-4)cc2c1
  -4	-1	3	1	4	16	1.5	-3	7
- O=C(/C=C/c1ccccc1)NC(=S)N1C[C@H]2C[C@H](C1)c1cccc(=O)n1C2
  -2	-8	1	1	1	9	-0.2	-7	1
- COC(=O)C1=C(c2ccc(C(C)=O)cc2)C[C@@H]2CC[C@H]1N2C(=O)NCc1ccc2c(c1)OCO2
  -1	8	-5	0	5	-13	0.4	-5	-1
- Cc1ccc(N(C)C(=O)Oc2cccc3ccc(C)nc23)cc1
  3	8	-3	-1	3	3	-0.1	5	0
- Cn1c(O)c(C=NCCOc2ccc(Cl)cc2)c(=O)n(C)c1=O
  -5	9	-2	-6	7	-11	0.9	2	2
- COc1cc2c(cc1OC)-c1c(OC)c(OC)cc3c1C(C2)N(C)CC3 (stereo not drawn)
  0	1	9	1	2	8	-0.1	-5	0
- Cc1ccc(C(O)(C(=O)OC(C)C)C(O)c2ccc(F)cc2)cc1 (stereo not drawn)
  8	.	-3	-2	-6	.	.	-11	1
- CC(=O)Nc1cc(C(=O)N2CCC3(CC2)OCCO3)ccc1Sc1ccc(F)cc1
  1	32	14	2	6	-16	0.1	2	4
- Cc1ccc(OCC(=O)N2CCN(Cc3ccc4c(c3)OCO4)CC2)cc1C
  -2	17	-6	0	-7	-6	1.7	-3	2
- CCOc1cc(/C=C2\C(=O)NC(=O)N(CCc3ccc(F)cc3)C2=O)ccc1O
  5	-12	0	2	5	0	-0.1	1	1
- O=C(Nc1ccc(Cl)cc1)OC1CN2CCC1CC2 (stereo not drawn)
  -30	5	-34	-13	31*	4	10.0	17	21
- CCOC(=O)C1(c2ccccc2)Oc2ccccc2C(c2ccc(OC)cc2)=C1C(=O)OC (stereo not drawn)
  1	5	-3	-2	-10	3	-0.4	-5	-1
- CCCCCCC(C)(C)c1ccc([C@@H]2C[C@H](O)CC[C@H]2CCCO)c(O)c1
  -2	14	-4	2	2	-10	2.2	-11	5
- COc1ccccc1N=Nc1c(O)[nH]c(=S)[nH]c1=O
  -2	19	1	1	6	-9	1.5	-5	4
- Cc1ccc(C(=O)N/C(=C\Cl)P(=O)(c2ccccc2)c2ccccc2)cc1
  1	25	1	-3	-13	-6	3.9	-5	1
- CSc1ncc(/C=C2/C(=O)NC(=O)N(C)C2=O)cn1
  7	23	23	-2	14	-17	0.2	0	1
- Cc1ccc(-c2cc(C(F)F)n3ncc(C(=O)N4CCC5(CC4)OCCO5)c3n2)cc1
  0	16	2	-3	-7	-16	-1.4	-10	0
- COC(=O)C1=C(c2ccc(F)cc2F)C[C@@H]2CC[C@H]1N2C(=O)NCC1CC1
  -4	12	2	0	11	-2	0.0	3	0
- CC1=Nc2ccccc2/C1=C/c1c(O)[nH]c(=O)[nH]c1=O
  9	19	3	4	-4	-15	0.8	-7	1
- CCN1C[C@]2(COC)CC[C@H](O)[C@@]34C5C[C@H]6[C@H](O)C5[C@](O)(C[C@H]6OC)[C@@H]([C@H](OC)C23)[C@@H]14 (stereo partly drawn)
  0	4	6	3	1	0	0.0	-3	1

Following part:
Below each SMILES: M5 PAM	M1 PAM parental	CHRM4 PAM	M5 ag	M5 antag	CHO-K1 Ca antag	CHO-K1 Ca ag	CHRM4 antagonist	M4 ag
- CCOP(=S)(OCC)SCC(=O)NC(C)(CC)C(=O)O (stereo not drawn)
  -1	-1	-5	-1	3	-3	0.0	8	0
- Cc1ccc(-c2cc(-c3ccc(C)cc3)[n+](-c3ccc(C(=O)[O-])cc3)c(-c3ccc(C)cc3)c2)cc1
  0	-3	4	-9	6	-14	-0.3	-1	0
- COc1ccc2nc(NC(=O)CCc3nc(C4=CCN(C)CC4)no3)sc2c1
  -4	24	-5	1	1	-15	1.1	-1	2
- O=C(Cc1ccccc1)OCCN1CCCCC1
  -23	0	3	-13	5	-2	0.1	-2	0
- Cc1ccccc1N1C(=O)NC(=O)/C(=C\c2cnn(-c3ccccc3)c2)C1=O
  3	19	2	3	-12	0	3.3	-6	1
- O=C(c1ccccc1)c1cn(CC(=O)N2CCCC2)c2ccccc12
  -7	16	-1	4	4	-3	0.5	8	1
- C[C@]12CC[C@H](O)CC1=CCC1C2CC[C@@]2(C)C1C[C@@H]1CC(=O)O[C@@H]12 (stereo partly drawn)
  2	-16	6	2	6	10	0.6	-5	3
- Cc1c(C)c2ccc(OCC(=O)N3C[C@H]4C[C@@H](C3)c3cccc(=O)n3C4)cc2oc1=O
  -2	-12	7	-1	4	8	-0.1	-20	0
- O=C1CNC(c2ccccc2Cl)c2cc(Br)ccc2N1 (stereo not drawn)
  0	21	3	2	0	-8	1.4	-8	2
- COc1cc2c(cc1OC)C1[C@H]3C(=CC[C@H]1OC2O)CCN3C (stereo partly drawn)
  2	-5	15	-8	5	0	-0.4	-18	1
- CN(C)C(=O)Oc1ccc([N+](=O)[O-])cc1
  -2	20	-2	-3	6	-7	-0.3	-4	1
- COc1ccc(CNCCc2ccc(Cl)cc2Cl)cc1
  7	25	0	0	10	-10	0.7	-5	0
- CCN(CC)CCN=Cc1c(O)n(CCC2=CCCCC2)c(=O)[nH]c1=O
  -2	11	-5	-8	-1	1	-0.3	4	0
- OC(CN1CC=C(c2ccccc2)CC1)c1ccccc1 (stereo not drawn)
  -5	-14	-5	-5	18	8	0.0	11	1
- Cc1nonc1-c1nc(-c2nonc2N)n[nH]1
  -2	23	18	-2	-2	-2	0.4	-7	0
- CNCCc1ccc(O)c(O)c1
  9	11	2	0	-10	8	-0.2	-6	0
- Clc1cccc(NC2=NCCS2)c1
  -3	14	6	-2	8	-10	1.4	-7	2
- COc1ccc(NC(=O)CN2C3CCC2CC(O)(c2cccnc2)C3)cc1OC (stereo not drawn)
  -7	17	0	-6	4	-12	0.5	1	0
- COc1ccccc1CN1CCCC(C(=O)c2ccccc2OC)C1 (stereo not drawn)
  -2	5	-9	-13	8	-5	0.7	8	1
- C=CCN1CC[C@@]2(C)c3cc(O)ccc3CC1[C@@H]2C
  -11	15	-2	-2	2	0	0.3	-10	1

An excerpt from above in order of formula weight, low to high:
Below each SMILES: M5 PAM	M1 PAM parental	CHRM4 PAM	M5 ag	M5 antag	CHO-K1 Ca antag	CHO-K1 Ca ag	CHRM4 antagonist	M4 ag
- COc1ccccc1N=Nc1c(O)[nH]c(=S)[nH]c1=O
  -2	19	1	1	6	-9	1.5	-5	4
- COc1ccc(CNCCc2ccc(Cl)cc2Cl)cc1
  7	25	0	0	10	-10	0.7	-5	0
- Clc1ccc2c(c1)C(c1ccccc1Cl)=NCc1nncn1-2
  9	-5	0	2	4	19	-0.1	-8	2

The listing continues:
Below each SMILES: M5 PAM	M1 PAM parental	CHRM4 PAM	M5 ag	M5 antag	CHO-K1 Ca antag	CHO-K1 Ca ag	CHRM4 antagonist	M4 ag
- NC(=O)Cn1cc(C(=O)c2ccccc2)c2ccccc21
  -5	-2	-2	0	5	-6	1.1	6	2
- CCN1CCN(Cc2cc(Br)ccc2O)CC1
  -12	6	-14	-6	8	-4	0.6	8	1
- COc1ccc(OC(=O)N(C)C[C@@H]2OCc3cnnn3CCCC(=O)N([C@H](C)CO)C[C@@H]2C)cc1
  4	1	2	-2	-8	-2	-0.2	-3	0
- O=C(NN=Cc1ccc(N(CCCl)CCCl)cc1)c1cc(=O)[nH]c(=O)[nH]1
  11	11	7	1	0	-14	-0.1	-17	0
- COC(=O)C1=COC(C)C2CN3CCc4c([nH]c5cc(OC)ccc45)C3CC12 (stereo not drawn)
  -3	-2	4	1	-2	2	1.4	-14	5
- C=CC12CN(C)C3C4COC(CC41)C1(C(=O)Nc4ccccc41)C32 (stereo not drawn)
  -3	12	2	-1	-1	1	0.2	5	0
- COc1ccc(CC(=O)C2C(=O)N(C)c3ccccc32)cc1OC (stereo not drawn)
  -1	20	7	4	-1	-14	-0.2	-12	1
- CCOC(=O)C1CCN(C(C)C(=O)c2c[nH]c3ccccc23)CC1 (stereo not drawn)
  -1	0	1	-4	9	-7	1.2	2	1
